Compound activity deposited in PubChem by Johns Hopkins Ion Channel Center.
Kir21 block – inhibitors of mouse Kir2.1 inward-rectifier potassium channel. P35561. HEK293-Kir2.1, FluxOR thallium flux fluorescence; active compounds read low. B-score at 10 µM. hit rate 0.85% among 310,000;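 active = fluorescence ratio B-score at or below minus 3 SD of library scores, with starting-brightness B-score within 2 SD, cut at about -4.2 in these data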;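 also: channel flux triggered by added potassium and thallium sulfate stimulus; B-score of peak minus minimum fluorescence over baseline after thallium stimulus; more negative B-score means stronger Kir2.1 block with less thallium influx; some compounds called inactive have numbers as strong as hits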
Target sequence (P35561 whole entry, looked up): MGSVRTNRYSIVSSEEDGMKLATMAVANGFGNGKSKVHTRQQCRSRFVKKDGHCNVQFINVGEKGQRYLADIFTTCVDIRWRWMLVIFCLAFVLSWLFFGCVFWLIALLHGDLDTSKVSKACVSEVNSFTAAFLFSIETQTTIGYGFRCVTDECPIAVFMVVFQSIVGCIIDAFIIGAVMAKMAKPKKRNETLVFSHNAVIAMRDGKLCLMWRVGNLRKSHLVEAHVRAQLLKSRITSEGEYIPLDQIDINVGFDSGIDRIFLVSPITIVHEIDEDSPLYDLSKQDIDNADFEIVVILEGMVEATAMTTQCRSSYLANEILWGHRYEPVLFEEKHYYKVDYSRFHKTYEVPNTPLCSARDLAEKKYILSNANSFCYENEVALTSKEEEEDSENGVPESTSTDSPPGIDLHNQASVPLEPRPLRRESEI
KCNQ2 inh – KCNQ2 channel blockers in CHO-K1 cells – cell-based, FluxOR thallium flux, B-score, primary screen (AID 2156); hit rate 1.1% among 310,000; B-score at 10 µM; 20 min; active compounds read low;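 active = fluorescence ratio B-score at most minus 3 library SDs, with starting brightness B-score within 2 library SDs, cut at about -5.5 in these data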
CHT block – human CHT choline transport inhibition. hit rate 0.86% among 310,000. Q9GZV3. CHT-expressing cells, membrane potential dye, choline response; active compounds read low. B-score at 10 µM;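 active = B-score over 3 SD under the library average, and starting fluorescence ratio not unusually high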;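 also: choline stimulus applied at its EC90 after an EC20 pre-addition; B-score computed on integrated fluorescence ratio after choline addition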
Target sequence (Q9GZV3 whole entry, looked up): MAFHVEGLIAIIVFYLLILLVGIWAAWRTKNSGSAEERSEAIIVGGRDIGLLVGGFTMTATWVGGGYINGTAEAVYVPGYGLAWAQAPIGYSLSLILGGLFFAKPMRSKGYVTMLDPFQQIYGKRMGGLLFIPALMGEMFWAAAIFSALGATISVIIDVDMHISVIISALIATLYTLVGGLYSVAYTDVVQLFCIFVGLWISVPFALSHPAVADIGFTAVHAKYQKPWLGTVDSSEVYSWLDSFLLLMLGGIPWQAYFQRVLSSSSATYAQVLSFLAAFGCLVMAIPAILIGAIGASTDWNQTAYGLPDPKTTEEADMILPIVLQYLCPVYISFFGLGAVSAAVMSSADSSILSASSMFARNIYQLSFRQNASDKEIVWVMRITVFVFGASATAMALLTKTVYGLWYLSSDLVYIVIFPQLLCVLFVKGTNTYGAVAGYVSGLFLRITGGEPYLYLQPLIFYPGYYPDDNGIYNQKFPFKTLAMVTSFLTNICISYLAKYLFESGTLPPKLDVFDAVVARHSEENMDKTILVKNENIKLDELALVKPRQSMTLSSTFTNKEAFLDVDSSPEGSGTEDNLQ
Starred values were filed as active, the others as inactive; i = inactive; x = not tested or not shown. No enrichment for hits. About 2.6% of those tested had a hit in this group.

SMILES	Kir21 block	KCNQ2 inh	CHT block
NS(=O)(=O)c1ccc(CCNC(=O)c2cc3ccccc3s2)cc1	-0.32	i	i
CCCSC1=N/C(=C\c2ccsc2)C(=O)S1	0.32	i	i
Cc1ccc(O)c(-c2cc(C(=O)NCc3ccccc3)[nH]n2)c1	0.28	i	i
O=C(Nc1ccccc1Cl)C1Cc2ccccc2O/C1=N\O (stereo unspecified)	-0.3	i	i
CC(=O)c1sc(-c2ccccc2Cl)nc1C	0.79	i	i
NNC(=O)c1csc(-c2ncc(C(F)(F)F)cc2Cl)n1	-0.83	i	i
O=C(COc1ccccc1)Nc1ccc2oc(=O)ccc2c1	-0.45	i	i
Cn1c(COc2ccccc2)nnc1SCc1cc(=O)[nH]c2ccccc12	1.4	i	i
CSc1nnc(-c2ccccc2N=Cc2c(C)[nH]n(-c3ccc4ccccc4c3)c2=O)c(=O)[nH]1	0.67	i	i
O=C(CS(=O)CC(=O)N(c1ccccc1)C(C(=O)NC1CCCC1)c1cccs1)Nc1ccc(F)cc1 (stereo unspecified)	-0.07	i	i
CCn1c(SC/C=C/c2ccccc2)nnc1-c1cccs1	-7.8*	i	i
CS(=O)(=O)n1nc(-c2ccccc2)nc1N	-0.93	i	i
Cc1cc(N)n(-c2ccc(S(=O)(=O)c3ccc(C(C)C)cc3)cc2)n1	0.19	i	i
Cc1cc(-c2nc(C)c(-c3nnc(SCC(=O)Nc4ccccc4)n3C)s2)no1	0	i	i
O=C1N=C(N2CCN(Cc3ccccc3)CC2)S/C1=C/c1cccs1	1.4	i	i
O=C(NC1C2CC3CC(C2)CC1C3)c1ccc(N2CCNCC2)c([N+](=O)[O-])c1 (stereo unspecified)	0.7	i	-5.5*
O=C(COC(=O)CN1C(=O)COc2ccccc21)NCc1ccc(F)cc1	-0.49	i	i
Cc1ccc(C(=O)Nc2ccccc2C(=O)O)cc1S(=O)(=O)NCc1ccccc1	0.26	i	i
COCCCN(Cc1cccs1)S(=O)(=O)c1csc(C(N)=O)c1	-3.5	i	i
CCc1ccc(/C=N/n2c(C)cc(C)c(C#N)c2=O)cc1	-1.8	i	i
Cc1cc(C)cc(OCC(=O)OCC(=O)NC2CCCCCCC2)c1	0.01	i	i
O=C(CC1C(=O)NCCN1Cc1c(F)cccc1Cl)NCCCN1CCCC1=O (stereo unspecified)	-0.48	i	i
O=C(O)CSC(=S)N1CCCCC1	2.5	i	i
COc1ccc(NC(=O)CSc2nnc(Cc3cccn3C)n2-c2ccc(F)cc2)cc1OC	-0.91	i	i

Some entries already given, limited to KCNQ2 inh.
smiles,KCNQ2 inh
Cc1cc(N)n(-c2ccc(S(=O)(=O)c3ccc(C(C)C)cc3)cc2)n1,i
O=C(NC1C2CC3CC(C2)CC1C3)c1ccc(N2CCNCC2)c([N+](=O)[O-])c1 (stereo unspecified),i

Carrying on.
SMILES	Kir21 block	KCNQ2 inh	CHT block
O=C(O)C1C2CCC(C2)C1C(=O)Nc1cc(F)ccc1F (stereo unspecified)	-0.24	i	i
CCN(CC)CC(=O)Nc1ccc(/C(C)=N/NC2=NCCN2)cc1	-1.3	i	i
O=C(c1ccc2c(=O)n3c(nc2c1)CCCCC3)N1CCN(c2ccc([N+](=O)[O-])cc2)CC1	-0.8	i	i
COc1ccc(-n2c(=O)cc(N3CCOCC3)[nH]c2=O)cc1	0.11	i	i
CCc1ccc2nc(SCC(=O)Nc3nnc(C)s3)c(C)cc2c1	0.63	i	i
COc1ccc(OCc2cc(C(=O)N3CCC(c4ccccc4)CC3)no2)c(Cl)c1	-1.4	i	i
CCCc1nn2c(=O)c(C(c3cccc(Cl)c3)c3c(O)nc4sc(CCC)nn4c3=O)c(O)nc2s1	2	i	i
COc1ccc(/C(C)=N/OCC(=O)Nc2nc3ccccc3s2)cc1OC	-0.37	i	i
COC(=O)CCCCCCCC(=O)Nc1nnc(C(F)(F)F)s1	1	i	i
CCOc1ccc(N2C(=O)NC(Cc3c[nH]c4ccccc34)C2=O)cc1 (stereo unspecified)	-0.63	i	i
CSc1nc2ccc(NC(=O)c3ccc(F)c(F)c3)cc2s1	-1	i	i
CC1CCCN(C(=O)COC(=O)c2cc(-c3cccs3)nn2-c2ccccc2)C1 (stereo unspecified)	0.46	i	i
COc1ccccc1OCCCn1c(=O)oc2ccc(C)cc21	-3.7	i	i
COc1cc(NC(=O)CSc2nnc3c(C)cc4cc(C)cc(C)c4n23)c(C(=O)O)cc1OC	0.9	i	i
O=C(CCNC(=O)c1ccccc1)OCC(=O)c1ccccc1	0.11	i	i
COc1cc2nc(C3CCC3)n(N)c(=O)c2cc1OC	0.4	i	i
CC(=O)N[C@H]1[C@H](OC2CCCCC2)O[C@H](COC(C)=O)[C@@H](OC(C)=O)[C@@H]1OC(C)=O	0.17	i	i
CCOc1nc2cnccc2n(CC(=O)Nc2c(F)c(F)cc(F)c2F)c1=O	1.6	i	i
COc1cccc(OC)c1OCCCOc1ccc([N+](=O)[O-])cc1Cl	-0.66	i	i
COc1cc(S(=O)(=O)Nc2cccc3cn[nH]c23)c(OC)cc1Cl	-0.89	i	i
CCOC(=O)CN1C(=O)/C(=C/c2ccccc2Br)Oc2ccccc21	-0.46	i	i
Cn1c(=O)[nH]c(Nc2ccc(F)cc2)c([N+](=O)[O-])c1=O	-2	i	i
COc1cc(C(=O)OCC(=O)NC(C)CCc2ccccc2)cc(OC)c1OC (stereo unspecified)	-0.14	i	i
C[N+]1(C)CC2=Cc3ccccc3CC2C1 (stereo unspecified)	1	i	i

Structures above that bear a hit mark in Kir21 block:
SMILES	Kir21 block	KCNQ2 inh	CHT block
CCn1c(SC/C=C/c2ccccc2)nnc1-c1cccs1	-7.8*	i	i

More records
SMILES	Kir21 block	KCNQ2 inh	CHT block
CCC(CC)c1nnc(NC(=O)c2ccc3ccccc3n2)s1	1.5	i	i
COc1ccc(N(C)C(=O)Nc2ccc3c(c2)nnn3C)cc1	-0.09	i	i
CCOc1ccc(S(=O)(=O)NCCCn2ccnc2)cc1NC(C)=O	0.46	i	i
Cc1ccc(-c2nc(C#N)c(NCC3CCCO3)o2)cc1 (stereo unspecified)	-0.29	i	i
Cc1nc(=O)c(-c2ccccc2)c(C)n1-c1cccc(C(=O)O)c1	0.35	i	i
O=C(C(=O)N1CCc2ccccc2C1)c1cn(CC(=O)N2CCCCC2)c2ccccc12	-0.52	i	i
COc1cc(NC(=O)CN(C)Cc2ccc(OC(F)F)cc2)c(C)cc1[N+](=O)[O-]	0.42	i	i
CC(=O)N1CCN(S(=O)(=O)c2ccc(S(=O)(=O)NCC(C)C)cc2)CC1	0.94	i	i
COC(=O)c1cc(CSC(=N)N)ccc1OCCC(C)C	-9.5*	i	i
O=C(CCCn1c(=S)[nH]c2cc3c(cc2c1=O)OCO3)N1CCN(c2ccc(Cl)cc2)CC1	0.59	i	i
COCCNC(=O)CSCc1cc(C)cc(C)c1	-1.3	i	i
COc1ccccc1NC(=S)N1CCn2cccc2C1c1cccnc1 (stereo unspecified)	-0.04	i	i

3 entries already listed, ordered by their value in Kir21 block, high to low:
molecule	Kir21 block
CC(=O)N1CCN(S(=O)(=O)c2ccc(S(=O)(=O)NCC(C)C)cc2)CC1	0.94
COc1cc(NC(=O)CN(C)Cc2ccc(OC(F)F)cc2)c(C)cc1[N+](=O)[O-]	0.42
Cc1ccc(-c2nc(C#N)c(NCC3CCCO3)o2)cc1 (stereo unspecified)	-0.29

(cont.)
SMILES	Kir21 block	KCNQ2 inh	CHT block
O=C(c1ccc(S(=O)(=O)N2CCCC2)cc1)N1CCN(Cc2ccc3c(c2)OCO3)CC1	1.4	i	i
COC(=O)c1cc(-c2ccccc2)sc1NC(=O)CN1C(=O)c2ccccc2C1=O	0.84	i	i
Cc1nc2scc(C)n2c(=O)c1S(=O)(=O)NCc1ccccc1	-0.88	i	i
COc1ccc(NS(=O)(=O)c2ccc(NC(=O)C3CC3)cc2)cc1	0.58	i	i
Cc1ccc(Oc2ncc(-c3ccc(Cl)cc3)cn2)cc1	0.37	i	i
Cn1c(SCC(=O)Nc2ccc(F)cc2)nc2c([nH]c3ccccc32)c1=O	-0.1	i	i
Cc1cccc(C(=O)NNC(=O)c2ccccc2-n2cccc2)c1	-0.89	i	i
CCNC(=O)C(=O)Nc1ccc(OC)c(Cl)c1	-0.33	i	i
O=C(C1CC(=O)N(c2ccc(Cl)cc2)C1)N1CCOCC1 (stereo unspecified)	-0.02	i	i
Cc1cc(C)n2c3c(c(C#N)c2n1)CCCC3	-0.83	i	i
O=[N+]([O-])c1ccc(/C=N/Nc2nc(N3CCCC3)nc(N3CCCC3)n2)o1	-1.2	i	i
C=CCNS(=O)(=O)c1nc(C)c(Cl)c(C)c1C#N	-0.56	i	i
Cc1cccc(NS(=O)(=O)c2nnc(NC(=O)C3CCCCC3)s2)c1	0.72	i	i
COc1ccc(/C=N/Nc2ncc(-c3ccccc3)cn2)c(OC)c1	0.01	i	i
Cn1cnc([N+](=O)[O-])c1Sc1nnc(-c2cccnc2)n1C	0.44	i	i
Cc1ccccc1-c1nnc2c3ccccc3c(C)nn12	-0.97	i	i
N#Cc1c(C(F)(F)F)cc(-c2ccccc2)[nH]c1=O	-0.73	i	i
COc1ccc(OC)c(-n2c(SCC(C)=O)nnc2-c2cccc(S(=O)(=O)N(C)C)c2)c1	-0.99	i	i
CCNc1nnc(CSc2nc3ccccc3s2)s1	-0.26	i	i
COc1ccc(CNC(=O)c2ccccc2NS(C)(=O)=O)cc1	2.6	i	i
COc1cccc(-n2nnnc2SCC(=O)NCc2ccc3c(c2)OCO3)c1	-1	i	i
CSc1ccc(/C=N/Nc2nc(C)cc(C)n2)cc1	-1.9	i	i
O=C(Nc1ccccc1Br)c1ccccc1-c1ccccc1	-2.4	i	i
C=CCn1c(=O)c2ccccc2n2c(SCC(=O)Nc3cc(C)on3)nnc12	3.1	i	i
CC1Oc2ccccc2N(CC(=O)Nc2ccc(F)cc2)C1=O (stereo unspecified)	0.52	i	i
O=C(c1ccccc1)c1cc([N+](=O)[O-])ccc1N1CCOCC1	-1.3	i	i
COc1ccc(/C(C)=N/NC(=O)Cc2ccc(Cl)cc2)cc1	-0.64	i	i
CCC(C)(C)n1nnnc1C(c1ccccc1)N1CCc2ccccc2C1 (stereo unspecified)	0.99	i	i
COc1ccc(/C=C(/NC(=O)c2ccc(Br)cc2)C(=O)N2CCOCC2)cc1	-1.1	i	i
Cc1ccc(CC(=O)Nc2ccc(F)c([N+](=O)[O-])c2)cc1	0.47	i	i
CCOC(=O)C(=N/O)/C(C)=N/NC(=O)C(=O)Nc1cc(Cl)ccc1Cl	-1.3	i	i
Cc1ccc(Nc2nc(Oc3ccc(OCc4ccccc4)nn3)nc(N3CCOCC3)n2)cc1	0.1	i	i
COC(=O)c1ccc(-c2noc(CN(Cc3nccn3C)C(C)C)n2)cc1	1.2	i	i
CCCOc1ccc(CSc2nnc(CCC)n2N)cc1	-0.06	i	i
Cc1ccccc1NC(=O)NC1CCCCC1C (stereo unspecified)	-1.2	i	i
Cc1c(Cl)cccc1Nc1ncccc1C(=O)O	0.84	i	i
Cc1cc(C)nc(NS(=O)(=O)c2ccc(NC(=S)NC(=O)C3CCCC3)cc2)n1	1.2	i	i
O=C(COc1ccc(Br)cc1)Nc1nnc(-c2cccnc2)s1	0.96	i	i
CCOC(=O)CNC(=O)CSc1nnc(C)c(=O)[nH]1	0.34	i	i
C=CCn1c(CSc2nc3ccccc3s2)nnc1SCC(=O)OCC	0.02	i	i
NNC(=O)c1cc2cc(OC(F)(F)F)ccc2[nH]1	1.4	i	i
Cc1ccc(Nc2nc(N)c([N+](=O)[O-])c(NCCO)n2)cc1	0.99	i	i
Cc1ccc(S(=O)(=O)CC(=O)Nc2nc3ccccc3s2)cc1	-0.57	i	i
CCn1c(CNc2ccc(Cl)cc2)nnc1SCc1ccc(Cl)cc1	-5*	i	i
S=c1[nH]c(-c2ccccc2)cn1/N=C/c1cccs1	-0.36	i	i
CS(=O)(=O)c1ccc2nc(NC(=O)Nc3ccc(Cl)cc3)sc2c1	0.51	i	i
COc1ccc(-c2cc(C(F)F)n3ncc(C(=O)Nc4c(C)n(C)n(-c5ccccc5)c4=O)c3n2)cc1	0.18	i	i
COC(=O)C1=C(N)Oc2cc(C)n(CC3CCCO3)c(=O)c2C1c1ccc(Cl)cc1 (stereo unspecified)	0.26	i	i

Random excerpt: two compounds from above.
SMILES	Kir21 block	KCNQ2 inh	CHT block
CCOC(=O)CNC(=O)CSc1nnc(C)c(=O)[nH]1	0.34	i	i
CS(=O)(=O)c1ccc2nc(NC(=O)Nc3ccc(Cl)cc3)sc2c1	0.51	i	i

Going on with the list.
SMILES	Kir21 block	KCNQ2 inh	CHT block
CCCn1c(SCc2nc3ccccc3s2)n[nH]c1=O	1.5	i	i
Cn1ccc2c([N+](=O)[O-])cccc2c1=O	0	i	i
C=CCN(CC=C)c1nc2ccccc2nc1C(C#N)C(=O)OCCOC (stereo unspecified)	-3.7	i	i
Clc1ccc(CSc2nnc([C@@H]3CCCN3)o2)cc1Cl	-1.4	i	i
COC(C[C@H]1O[C@@H]1[C@@H](O)COCc1ccccc1)OC	1	i	x
COC(=O)c1ccsc1NC(=O)CN1CCN(c2ccc(F)cc2)CC1	-0.27	i	i
O=C(Nc1c(C(=O)N2CCOCC2)cnn1-c1ccccc1Cl)c1ccco1	1.9	i	i
CC1(c2ccc(Cl)cc2)NC(=O)N(CC(=O)Nc2ccc(F)cc2)C1=O (stereo unspecified)	2.6	i	i
CCCc1cc(=O)oc2cc(OCC(=O)NCc3cccs3)ccc12	1.7	i	i
COc1ccc(Br)cc1C(=O)N/N=C/c1cccnc1	0	i	i
